Screening data as filed in PubChem.
Arr AP2 block – blocks beta-arrestin peptide binding to AP2 adaptin | FITC-arrestin peptide / GST-AP2 beads, flow cytometry; AP2 beta2 appendage carries R879A mutation | inhibition, % at 10 µM | 340,000 tested, 0.31% active | AID 504490;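 active means inhibition above a set limit, near 3 SD of compounds lacking own fluorescence, cut at about 54% in these data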;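 further: plate controls were DMSO wells for no effect and 5 µM unlabelled arrestin peptide for full effect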
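System: GST-AP2 R879A bound to glutathione beads, E. coli-expressed. Also added: 50 nM FITC-arrestin peptide. Schedule: compound with beads 12 min RT, then probe 1 h RT. Signal: bead flow cytometry, FITC channel. Read-out basis: percent response.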
DAGLB inh – blocks human DAGLB lipase activity; Q8NCG7; HEK293T DAGLB membrane lysate, EnzChek fluorogenic substrate; inhibition, % at 5.17 µM; 340,000 tested, 0.059% active; AID 504411; in the data active means inhibition above about 34%;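 further: 0% = enzyme with vehicle and 100% = wells lacking enzyme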
SR-BI HDL uptake – blocks mouse SR-BI lipid uptake from DiI-HDL; Q61009; ldlA[mSR-BI] CHO cells, DiI-HDL uptake fluorescence, 3 h; inhibition, % at 12.5 µM; 320,000 tested, 0.96% active;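 active means mean replicate inhibition of at least 70% and a set share of replicates each scoring 70 or more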;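 further: 0% = median of neutral control wells and 100% = median of positive control wells; values of inactives mirror those of a sister screen read the other way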
Target sequence (Q61009 whole entry, looked up): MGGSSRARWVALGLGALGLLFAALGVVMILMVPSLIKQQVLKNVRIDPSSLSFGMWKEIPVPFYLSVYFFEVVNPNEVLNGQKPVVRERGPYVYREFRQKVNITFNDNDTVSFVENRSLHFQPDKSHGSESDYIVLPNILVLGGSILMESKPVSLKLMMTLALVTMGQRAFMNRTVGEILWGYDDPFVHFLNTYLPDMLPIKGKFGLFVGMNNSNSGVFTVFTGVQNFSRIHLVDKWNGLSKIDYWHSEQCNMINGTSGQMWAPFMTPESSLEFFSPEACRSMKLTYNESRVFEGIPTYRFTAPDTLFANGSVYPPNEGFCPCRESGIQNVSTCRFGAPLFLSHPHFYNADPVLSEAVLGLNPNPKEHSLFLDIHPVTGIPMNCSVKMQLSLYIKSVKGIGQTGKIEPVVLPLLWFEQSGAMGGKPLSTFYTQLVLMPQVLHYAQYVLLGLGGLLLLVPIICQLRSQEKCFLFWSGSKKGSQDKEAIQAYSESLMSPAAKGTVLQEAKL
SR-BI DiI-HDL act – enhances SR-BI lipid uptake from DiI-HDL; CHO ldlA[mSR-BI] cells, DiI-HDL uptake fluorescence, 3 h; 100 = double the neutral-control signal; activation, % at 12.5 µM; 320,000 tested, 0.096% active; AID 504775;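 active means mean replicate activation of at least 60% and every replicate at or above 60%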;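 further: 0% = median plate neutral-control signal and 100% = twice that signal; values of inactives mirror those of a sister screen read the other way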
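System: LDL receptor-deficient CHO ldlA cells overexpressing murine SR-BI | Timing: 3 h uptake period with compound, 37 °C | Medium: HEPES-buffered (25 mM, pH 7.4) F12 plus 0.5% BSA | Dosing: Single-point compound dose | Signal: Bottom-read fluorescence, 550/595 nm | Read-out: Retained DiI signal reflecting DiI-HDL uptake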
PKA-R2B act – activates the human PKA-R2B holoenzyme complex; P22694+P31323; PKA-R2B holoenzyme dissociation, Cy5-IP20 fluorescence polarization; R2B truncated from residue 108, S112A mutant; 0% DMSO only, 100% 113 µM cGMP; activation, % at 11.4 µM; 340,000 tested, 0.079% active;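 active means activation above a cutoff set at the mean over all compounds plus 3 SD, cut at about 18% in these data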;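 further: higher means more holoenzyme dissociation and a rise in polarization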
Target sequence (P31323 whole entry, looked up, other chains not shown, the tested form may be a part): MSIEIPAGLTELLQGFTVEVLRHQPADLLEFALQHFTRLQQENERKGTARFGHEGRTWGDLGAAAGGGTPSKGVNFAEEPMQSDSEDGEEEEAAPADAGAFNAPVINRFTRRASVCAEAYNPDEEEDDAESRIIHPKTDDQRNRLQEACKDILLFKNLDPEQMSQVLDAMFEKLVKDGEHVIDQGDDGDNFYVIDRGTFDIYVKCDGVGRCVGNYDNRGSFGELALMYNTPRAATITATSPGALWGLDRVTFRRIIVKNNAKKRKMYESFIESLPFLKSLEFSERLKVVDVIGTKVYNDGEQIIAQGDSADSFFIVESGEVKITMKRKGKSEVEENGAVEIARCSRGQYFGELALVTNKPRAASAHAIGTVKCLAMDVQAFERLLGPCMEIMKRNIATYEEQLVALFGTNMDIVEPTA
Keap1 Nrf2 FP – disrupts human Keap1 binding to Nrf2 peptide. Q14145. Keap1 Kelch-Nrf2 peptide fluorescence polarization, 1536-well. inhibition, % at 9.4 µM. 340,000 tested, 0.15% active; in the data active means inhibition above about 12%;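 further: human Keap1 Kelch domain with fluorescein labeled Nrf2 9mer peptide probe; 0% = neutral control wells and 100% = peptide positive control; higher means more block of Keap1 binding to Nrf2 peptide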
Cardiac RTF inh – cardiac RTF calcium desensitization. P19429+P45379. IANBD-labeled cardiac RTF, Ca2+ fluorescence. inhibition, % at 7.15 µM. 340,000 tested, 0.12% active;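 active means inhibition above the mean inhibition of all tested compounds plus 3 SD, cut at about 17% in these data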;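 further: assay run at fixed EC70 calcium of 1.6 mM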
NSD2 inh – inhibitors of human histone methyltransferase NSD2. O96028. NSD2 peptide methylation, AlphaScreen, 120 min. inhibition, % at 12.5 µM. 310,000 tested, 0.54% active. AID 743445; in the data active means inhibition above about 50%
PvdQ acylase – blocks Pseudomonas aeruginosa PvdQ acylase activity. purified PvdQ acylase, fluorescence plate reader. inhibition, % at 10 µM. 340,000 tested, 0.063% active; in the data active means inhibition above about 30%, passing the limit was not always enough;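 further: 0% = vehicle neutral wells and 100% = reference inhibitor wells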
LANA DNA inh – inhibitors of KSHV LANA C-terminal domain DNA binding. MBP-C-LANA/FAM-LBS DNA binding, fluorescence polarization. inhibition, % at 9 µM. 340,000 tested, 0.078% active. AID 504423;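 active means highest replicate inhibition at or above 60% at 9 µM, even if other replicates fall short; inactive means all replicates below 60% inhibition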;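 further: 0% = neutral control wells and 100% = 4 µM acridine orange control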
* marks the source's active call; other numbers are inactive results; . = no result given.

SMILES	Arr AP2 block	DAGLB inh	SR-BI HDL uptake	SR-BI DiI-HDL act	PKA-R2B act	Keap1 Nrf2 FP	Cardiac RTF inh	NSD2 inh	PvdQ acylase	LANA DNA inh
COc1ccc(Cl)cc1NC(=O)CN1c2ccccc2CC1C (configuration not stated)	7	-1	36	-36	-4	-3	6	-1	-9	0.2
O=C(NCCc1ccccc1)c1ccc2c(c1)S(=O)(=O)c1ccccc1C2=O	-1	1	28	-28	-7	-8	-20	.	-14	-1.5
COc1ccc(NC(=O)CSc2c(C)n[nH]c2C)cc1	6	1	-12	12	3	1	-8	0	11	5.5
CCOc1ccc(-n2c(Cc3cc(=O)[nH]c(=O)[nH]3)nnc2SCC(N)=O)cc1	2	0	-31	31	-4	-2	-5	0	-1	0.0
CC(C)OC(=O)Nc1ccc2c(c1)N(C(=O)CCN1CCN(CCO)CC1)c1ccccc1CC2	9	-1	-7	7	6	-4	3	-5	7	2.5
CCC1CCCCN1Cc1nc2c(c(=O)n(C)c(=O)n2C)n1CC(C)C (configuration not stated)	18	1	-33	33	8	6	-7	.	-2	-0.2
Cc1ccc(C(=O)N/N=C/c2ccc(-c3cccc(Cl)c3)o2)cn1	19	-3	-1	1	15	0	-6	0	-5	-2.8
Nc1nonc1-n1nnc(C(=O)N/N=C/c2cccc(Cl)c2)c1-c1cccs1	18	-2	43	-43	-5	3	7	-3	4	-1.0
NS(=O)(=O)c1ccc(N/C=C\C(=O)c2cccc3ccccc23)cc1	1	1	25	-25	-6	-3	4	13	-5	-0.9
Cc1ccsc1C(=O)OCC(=O)Nc1c(C)n(C)n(-c2ccccc2)c1=O	-3	0	18	-18	-3	-1	9	-3	-6	0.9
Cc1ccc(OCCCCNC(C)(C)C)c([N+](=O)[O-])c1	6	-2	17	-17	3	2	-1	8	4	-1.7
CC(NC(=O)c1cc(F)c(F)c(F)c1F)c1ccc(-n2ccnc2)cc1 (configuration not stated)	-5	0	-3	3	-6	-7	-7	14	-26	-0.2
COc1cccc(CC(=O)OCC(=O)Nc2nnc(-c3ccccc3)o2)c1	10	1	-23	23	-13	-3	-3	-2	-7	0.5
O=C(Nn1cnnc1)c1ccc(Cl)cc1[N+](=O)[O-]	3	-5	-7	7	1	-2	-7	-2	-10	-0.6
CCS(=O)(=O)N1CCC(C(=O)NCC2CCCO2)CC1 (configuration not stated)	44	2	-25	25	-7	2	3	-1	8	6.6
CCOC(=O)c1cccnc1SCc1cc(=O)n2ccccc2n1	23	-3	-2	2	-1	0	4	1	-5	0.7
COc1ccc(C(=O)NCC(c2ccc(F)cc2)N2CCOCC2)cc1S(=O)(=O)N1CCCC1 (configuration not stated)	12	0	-23	23	7	1	-6	1	-2	1.7
COc1ccc2cc(C3(C)NC(=O)N(CC(=O)NCCC4=CCCCC4)C3=O)ccc2c1 (configuration not stated)	4	-1	48	-48	8	-7	-7	0	6	-0.2
Cc1ccc(NC(=O)CSc2nnc(CNC(=O)c3ccccc3F)o2)cc1Cl	-3	1	4	-4	-4	-2	-1	-6	12	0.1
CCC(=O)N1CCN(c2ccccc2NC(=O)COc2cccc(C)c2C)CC1	-13	-3	14	-14	-13	2	2	0	-10	1.7
COC(=O)C1=C(C)N(C)C(=O)NC1c1c(O)ccc2ccccc12 (configuration not stated)	14	0	-16	16	0	-4	5	26	-4	-0.7
C/C(=N\NC(=O)c1c(Cl)cnn1C)c1ccc(NC(=O)c2ccc(Br)o2)cc1	-8	-1	52	-52	8	0	-10	2	-4	-0.2
COc1cc(NC(=S)Nc2cccnc2)cc(OC)c1	-7	2	15	-15	2	-4	4	1	-11	-0.9
CC(=O)Nc1ccc(NC(=O)c2ccc(Cl)nc2)cc1	11	1	.	.	15	-3	-3	0	-7	-0.3
Cc1oc(-c2ccccc2)nc1C(=O)Nc1nccs1	6	-3	9	-9	-2	-3	-2	30	-7	-0.5
CN(C)CCCN(C(=O)c1ccc(Br)s1)c1nc2cc3c(cc2s1)OCO3	0	-5	.	.	2	-1	-5	-3	-7	2.5
COc1ccc(S(=O)(=O)N2CCN(C(=O)CN3C(=O)NC(C)(C)C3=O)CC2)cc1	33	-2	-15	15	-6	2	-5	1	8	-0.3
O=C(c1cccc(NS(=O)(=O)c2ccc(F)c(F)c2)c1)N1CCN(C(c2ccccc2)c2ccccc2)CC1	32	3	-3	3	5	2	-8	-1	17	-0.5
O=C(CN1CCCSc2ccccc21)N1CCN(S(=O)(=O)c2cccc(F)c2)CC1	-5	-1	7	-7	-10	3	4	-1	2	2.3
CCOC(=O)c1c(C)n(C)c2cc(Br)c(OC)cc12	3	-3	46	-46	-17	-1	1	-5	-15	0.6
O=C(O)c1cc(=O)n(Cc2ccccc2)c(=O)[nH]1	14	0	-3	3	11	-2	4	0	-13	-2.0
CCCNC(=O)NCCc1ccncc1	-2	0	3	-3	7	-3	-16	-3	-10	0.0
COC(=O)C1=C(C)N(C)C(C)=C(C(=O)OC)C1c1ccccc1C	1	-1	-31	31	-1	-3	-7	-2	-11	0.4
CC(=O)Oc1ccc(C(=O)NCc2ccc3c(c2)OCO3)cc1	-6	-3	-1	1	-12	-2	1	-1	-5	0.6
CC(C)C(NS(=O)(=O)c1ccc2c(c1)OCCO2)C(=O)NCCc1ccccn1 (configuration not stated)	-11	0	-8	8	0	1	5	-2	0	-2.8
Cc1ccc(S(=O)(=O)CC(O)COc2ccccc2C#N)cc1 (configuration not stated)	5	1	-18	18	3	-6	2	1	2	0.3
CC(=O)Nc1cccc(C(=O)NC(C)c2ccc(-n3ccnc3)cc2)c1 (configuration not stated)	13	-2	.	.	-1	-1	-2	-3	7	-1.1
Cc1cc(C)n(-c2nc3c(c(=O)n(C)c(=O)n3C)n2CCO)n1	-28	0	-26	26	-1	-5	-20	-2	-14	-1.8
O=C(c1ccco1)N1N=C(c2ccc(Cl)cc2)CC1c1ccco1 (configuration not stated)	34	-14	2	-2	-2	-3	-3	4	-3	-2.5
O=C(NCc1ccco1)c1ccccc1-c1nc(-c2ccccc2)no1	19	1	7	-7	4	-2	0	-7	8	-1.1
CC1=C(C(=O)NCCCOC(C)C)C2(CCC(C)CC2)OC1=O (configuration not stated)	10	3	-12	12	13	4	1	.	-1	4.1
COc1cccc(C(=O)NNC(=O)Cc2csc(N)n2)c1	20	2	-13	13	4	-4	-5	0	-14	-1.3
CCCCC1CCC(c2nc(-c3ccccn3)no2)CC1 (configuration not stated)	-6	-2	4	-4	-5	-1	5	-4	15	0.2
Cc1cccc(NC(=S)NC2CC3CCCC(C2)N3CC(C)C)c1 (configuration not stated)	-14	2	11	-11	-4	-1	-2	1	-17	0.3
O=C(Cn1ccc([N+](=O)[O-])n1)NCC1CCCO1 (configuration not stated)	-4	2	-12	12	2	1	9	-3	-5	0.0
Oc1ccc(/C=N/NC(=S)NCCN2CCOCC2)c(O)c1	3	-2	-6	6	-4	2	0	-20	0	1.7
CC(=O)c1ccc(NC(=O)[C@@H]2CCCN2C(=O)OC(C)(C)C)cc1	-2	2	-7	7	6	-3	-7	-5	-4	0.9
COc1ccc(CCNC(=O)c2cnc3ccccn3c2=O)cc1	0	0	-13	13	-1	2	-4	.	-8	0.3
O=S(=O)(Nc1ccc(Br)cc1)N1CCOCC1	-5	0	-3	3	1	-6	3	-3	-9	-0.5
Oc1ccc(C[C@@H]2CNCCN2CCC23CC4CC(CC(C4)C2)C3)cc1	21	-1	-8	8	-8	-6	-20	.	2	-0.3
COc1ccc(C(CNC(=O)COc2cc(C)ccc2Cl)N2CCCCC2)cc1 (configuration not stated)	27	0	10	-10	-2	4	-7	-4	-10	0.3
COc1cccc(CN(C)CC(=O)Nc2cccc(S(=O)(=O)N(C)c3ccccc3)c2)c1OC	3	-9	22	-22	0	-2	-14	1	-11	2.0
COc1ccc2[nH]c3c(c2c1)CCN1C(=O)C(CC(=O)NCc2cccc(C(F)(F)F)c2)C[C@H](C(=O)N2CCCCC2)[C@@]31C (some centres not stated)	-9	-2	44	-44	-5	-2	-10	.	-17	1.5
Cc1cc(N2CCN(C3CCCC3)CC2)n2c(nc3ccccc32)c1C#N	-5	1	-30	30	-9	-3	5	-2	-4	1.8
Cc1ccc(S(=O)(=O)N2CCN(Cc3cc(=O)n4ccccc4n3)CC2)c(C)c1	-1	1	-19	19	8	-4	-1	-4	-4	-0.5
Cc1nc2c([nH]1)C1(CCN(Cc3ccccc3)CC1)C(C#N)=C(N)O2	-6	0	.	.	-7	0	-15	2	-6	9.0
N=C1C(c2nc3ccccc3[nH]2)=C(O)CN1c1ccccc1	-3	0	0	0	3	1	-9	0	-11	-0.6
CCOC(=O)N1CCN(C(=O)c2cc(-n3cnnc3)ccc2Cl)CC1	3	-4	-6	6	-4	-6	-1	0	2	-1.2
O=C1C=C(NCc2ccc(Cl)cc2)CCC1	-5	1	-13	13	4	-4	2	-1	-9	1.7
COc1cc(OC)c2ccc(=O)oc2c1C(CCN1CCCCC1)c1ccc(N(C)C)cc1 (configuration not stated)	-1	0	11	-11	2	-5	-21	.	-8	-1.9
Next records follow.
SMILES	Arr AP2 block	DAGLB inh	SR-BI HDL uptake	SR-BI DiI-HDL act	PKA-R2B act	Keap1 Nrf2 FP	Cardiac RTF inh	NSD2 inh	PvdQ acylase	LANA DNA inh
CCCc1cc(=O)[nH]c(SCC(=O)CSc2nc(CCC)cc(=O)[nH]2)n1	0	-2	-3	3	-16	-36	3	-3	-11	-0.7
CCN(Cc1ccncc1)C(=O)c1cccc(S(=O)(=O)N2CCCCC2)c1	26	0	-11	11	-9	5	-3	0	-1	0.1
COc1ccc(-n2c(SCC(=O)Nc3sc4c(c3C#N)CCCC4)nnc2-c2ccccc2OC)cc1	6	-5	25	-25	0	-1	-1	0	-12	0.7
COc1ccccc1-c1nnc(SC(C(=O)c2c[nH]c3ccccc23)c2ccccc2)n1C (configuration not stated)	-4	3	-5	5	0	-10	2	1	-6	-0.6
COc1cc(C2C(C#N)=C(N)Oc3cc(C)n(CCc4ccccc4)c(=O)c32)cc2c1OCO2 (configuration not stated)	14	0	21	-21	3	2	-3	5	4	0.1
CSCc1nnc(NC(=O)c2ccc(S(=O)(=O)N3CCCCC3C)cc2)o1 (configuration not stated)	17	4	.	.	-1	0	-12	-9	-11	1.1
